Assay outcomes deposited in PubChem by several laboratories.
Yfh1-depleted yeast = enhancers of respiration in Yfh1-depleted yeast, dose response, Friedreich's ataxia, plus single-dose screen (AID 1465); 220,000 tested, 0.074% active; S. cerevisiae Yfh1-off respiration, WST-1 reduction, 72 h; higher fold induction means a stronger effect; one-dose fold induction at 50 µM; EC50 in µM for titrated hits;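 active = fold induction of absorbance versus untreated yeast above a set limit, then at least 30% activation at any dose in follow-up; inconclusive = repeats straddling the limit, or above it without dose testing; inactive = fold induction below the set limit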;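 note: activators that raise dye reduction in frataxin-depleted yeast; strong numbers were not always called active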
Ins promoter up = MIN6 insulin promoter up-regulation; AID 1625; z-score at 5 µM; MIN6 insulin promoter-GFP reporter, high-content imaging; hits give high values; 190,000 tested, 0.3% active;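 active = z-score above 3 at 5 µM with at least 500 cells counted in the well; inconclusive = wells under 500 cells, flagged as cytotoxic or low count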
AID2073 = inhibitors of Mint1-CaV2.2 protein interaction, biochemical, HTRF (AID 2073); 290,000 tested, 0.19% active; one-dose inhibition, % at 20 µM; IC50 in µM for titrated hits; HTRF protein-protein interaction, Mint1-CaV2.2; higher % means a stronger effect; in the data active = inhibition mostly above about 51%, no sharp cut-off; inconclusive = no clear call, values can overlap the other calls; inactive = mostly below about 53%; note: some results filed as inactive read as strong as hits
MT stabilizer = microtubule stabilizers in HeLa cells. HeLa tubulin immunostaining HCS, 24 h; share of cells brighter than vehicle mean+2SD. % tubulin-high responders, % at 10 µM. 200,000 tested, 0.83% active;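 active = plate Z-score above 3 for both tubulin-high and condensed-nucleus cell shares, with cell loss under 80%, at 10 µM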;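 note: anti alpha tubulin signal scored within the nucleus-defined area of each cell; some results filed as inactive read as strong as hits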
bCat nuc transl = alters nuclear translocation of beta-catenin in HeLa cells; 190,000 tested, 0.3% active; AID 1665; nuclear translocation activity, % at 5 µM; immunofluorescence imaging;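 active = nuclear translocation activity above 50% at 5 µM, with a well cell count of 50 or more; inconclusive = wells under 50 cells across six images, flagged as toxic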;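 note: per-cell ratio of nuclear to cytoplasmic median beta-catenin stain intensity; plate controls were DMSO negative control for no effect and GSK-3 inhibitor IX positive control for full effect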
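Test system: human HeLa cell line; Doses: 5 µM primary, 0.02–20 µM confirmation; Incubation: 24 h compound exposure, 37°C; Detection: beta-catenin immunofluorescence imaging with DAPI; Read-out: beta-catenin nuclear/cytoplasmic ratio, % activation.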
Autophagy mod = alters autophagy in cells. MEF GFP-LC3 puncta imaging; test concentration mostly 10 µM. calls only at 10 µM (by protocol). 190,000 tested, 0.98% active. AID 463193;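 active = percentage of spot-positive cells more than 3 SD above its plate mean, without a fluorescence outlier flag or 80% toxicity; inconclusive = no clear call, values can overlap the other calls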;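 note: spot-positive cell cutoff set from DMSO-treated cells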
HIV fusion peptide = inhibitors of HIV fusion peptide binding, primary screen, biochemical, uHTS, fluorescence dequenching (AID 1986) | cell-free peptide binding, fluorescence dequenching, 30 min; higher % means a stronger effect | inhibition, % at 20 µM; hits with a dose series show IC50 in µM | 290,000 tested, 0.3% active; in the data active = inhibition mostly above about 52%, no sharp cut-off; inactive = mostly below about 76%; note: some results filed as inactive read as strong as hits
Dynein cargo inh = blocks dynein driven cargo transport along microtubules; 220,000 tested, 0.47% active; AID 1381; 3617.4 mouse cells, GR-EGFP nuclear translocation imaging; test concentration mostly 20 µM; stimulated with dexamethasone, 1 µM; hits give low values; z-score, hits read low;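 active = plate z-score of nuclear minus cytoplasmic receptor signal below a set negative limit, without overly bright fluorescence or cell loss, cut at about -3.5 in these data, passing the limit was not always enough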;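 note: z-score of nuclear minus cytoplasmic ring GR-EGFP intensity difference per well; some compounds called inactive have numbers as strong as hits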
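Schedule: 48 h induction, then 1 h compound, then 30 min agonist, 37 °C. Buffer or medium: tetracycline-free induction medium containing charcoal-stripped FBS. Reagent: 1.0 µM final dexamethasone stimulus. Evaluation: nuclear versus cytoplasmic GR-EGFP signal, averaged per well. Signal: high-content fluorescence imaging after fixation.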
WT yeast gro inh = growth inhibition of WT yeast, mitochondrial fusion screen. inhibition, % at 10 µM. mitochondrial fusion phenotypic screen, WT strain. AID 1362. 190,000 tested, 2.1% active; in the data active = inhibition above about 58%; tested in S. cerevisiae
WT yeast gro inh mutant strain = further read-out of WT yeast gro inh, marked with its call; inhibition, %; mitochondrial fusion phenotypic screen, mutant strain inhibition
Dynein cargo inh cytoplasmic EGFP = also measured in Dynein cargo inh; calls as there; z-score; measured here: cytoplasmic GR-EGFP intensity; hits give high values
Dynein cargo inh nuclear GR-EGFP = also measured in Dynein cargo inh; calls as there; z-score; measured here: nuclear GR-EGFP intensity;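 lower value marks the stronger effect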
Dynein cargo inh cell count = recorded beside Dynein cargo inh, whose call it bears; z-score; measured here: cell count per field
Ins promoter up cell count = also measured in Ins promoter up; calls as there; cell count; measured here: cytotoxicity, nuclei count;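 total cells summed across four imaged fields per well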
bCat nuc transl cell count 5 µM = recorded beside bCat nuc transl, whose call it bears; cell count; measured here: cell count, cytotoxicity flag
MT stabilizer Hoechst-high % = further read-out of MT stabilizer, marked with its call; % Hoechst-high responders; measured here: nuclear condensation Hoechst responders;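 share of cells brighter than vehicle mean plus two SD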
MT stabilizer cytotoxicity % = recorded beside MT stabilizer, whose call it bears; toxicity, %; measured here: cytotoxicity by cell density;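 0% = mean cell density of plate MIN control wells and 100% = no cells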
Autophagy mod cell loss 18 h = recorded beside Autophagy mod, whose call it bears; toxicity, %; measured here: cell loss, nuclei count;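 cell loss after 18 h compound exposure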
Active calls of the source: *; i = inactive; ? = inconclusive; · = no result given.

SMILES	Yfh1-depleted yeast	Ins promoter up	Ins promoter up cell count	AID2073	MT stabilizer	MT stabilizer Hoechst-high %	MT stabilizer cytotoxicity %	bCat nuc transl	bCat nuc transl cell count 5 µM	Autophagy mod	Autophagy mod cell loss 18 h	HIV fusion peptide	Dynein cargo inh	Dynein cargo inh cytoplasmic EGFP	Dynein cargo inh nuclear GR-EGFP	Dynein cargo inh cell count	WT yeast gro inh	WT yeast gro inh mutant strain
c1ccc(Cn2cc(CN3CCCO3)c(-c3ccc4c(c3)OCO4)n2)cc1	i	-0.65	1382	0%	3.4	1.9	5.3	1.8	960	i	-42	0.4%	-0.67	-0.25	-0.25	0.32	3	6
CC(=O)c1sc2nc(CSc3nncn3C)[nH]c(=O)c2c1C	i	0.16	1170	22%	3.9	2.8	8.0	-3.5	1142	i	5	-0.6%	-0.73	-0.29	0.069	1	-8	7
O=C(Nc1ccc([N+](=O)[O-])cn1)c1cc(-c2cccc(Cl)c2)nc2ccccc12	i	0.21	1460	13%	5.4	2.4	4.8	0.8	1229	i	9	3.1%	-0.6	-0.23	-0.0074	-0.34	10	-15
C=CCn1c(SCC(=O)NCC2CCCO2)nnc1C1CCCCC1 (stereo not drawn)	i	0.11	1373	-16%	4.0	1.3	8.4	0.2	955	i	-2	-2.3%	0.79	0.26	-0.22	-0.41	-3	0
CC(C)CN1CN(S(=O)(=O)c2cccs2)c2nc3ccccc3nc21	i	1.3	1257	-6%	1.4	1.1	2.6	2.0	787	i	-5	0.5%	1.4	-0.11	0.8	-1.3	-1	-12
CCn1c(COc2ccccc2C)nnc1SCC(=O)NCc1ccccc1	i	-0.16	1142	-5%	3.3	2.2	6.3	1.4	1158	i	19	1.8%	0.24	-0.21	0.13	0.56	9	-9
O=C(NCCCN1CCCC1=O)c1csc2ccccc12	i	0.42	1291	1%	2.7	1.5	1.6	-0.7	1072	i	-1	0.8%	0.72	-0.13	0.27	0.35	3	12
COC(=O)c1ccc(NC(=O)CN(C)Cc2cccc(F)c2)cc1	i	-0.43	1392	-6%	0.6	0.9	2.6	0.8	1103	i	19	2.5%	-0.047	-0.26	0.8	-0.56	15	11
COC(=O)c1onc(-c2c(Cl)cccc2Cl)c1C(=O)OC	i	-0.1	1393	7%	·	·	·	0.1	1033	·	·	-0.1%	1.9	-0.11	1.2	-2	·	·
C/C(=N\OC(=O)c1c(-c2ccccc2Cl)noc1C)c1nccs1	i	-1.4	1322	3%	5.3	3.1	2.2	1.3	978	i	8	-1.2%	3.3	-0.18	2	-1.6	9	8
COc1cc2[nH]c(=O)n(CCCC(=O)NCCc3ccccc3)c(=O)c2cc1OC	·	-0.53	1546	5%	1.8	4.7	12	2.9	1328	i	4	7.0%	0.77	-0.047	1.2	-0.86	1	3
O=C(O)CS(=O)(=O)c1ccc(Oc2ccc(S(=O)(=O)CC(=O)O)cc2)cc1	i	0.33	1305	-1%	1.8	1.2	9.0	-8.9	1039	i	7	0.5%	-0.56	-0.22	0.041	0.33	·	·
CC(=O)Oc1ccc2c(=O)c(-c3nc4ccccc4s3)coc2c1	i	·	·	?	3.6	1.2	11	1.8	926	i	10	-0.5%	1.5	-0.19	0.36	-0.12	23	26
COc1ccc(CNC(=O)CN(CC2CCCO2)C(=O)CNS(=O)(=O)c2ccccc2)cc1 (stereo not drawn)	i	0.33	1535	21%	4.7	3.9	6.5	0.4	1357	i	-7	3.8%	1.3	-0.26	0.4	-0.33	-2	10
COc1ccc(CCNC(=O)COC(=O)c2cc(OC)c(OC)cc2OC)cc1	i	0.04	1590	30%	3.5	2.9	8.8	-3.1	1033	i	-6	0.6%	1.8	-0.15	0.88	-1.4	-4	-14
CC(C)c1cccc(C(C)C)c1NC(=O)c1ccc(OCC(=O)NCc2ccccc2)cc1	i	-0.4	1341	11%	2.4	1.8	15	-0.2	1043	i	-7	2.0%	0.1	-0.24	0.09	0.49	0	7
CCOC(=O)c1cnc2c(-c3ccccc3)c(C)nn2c1N	i	-1	932	7%	2.0	1.9	5.6	·	·	i	-8	-0.4%	-0.49	0.14	0.071	0.69	-4	-4
CCc1ccc(N(CC(=O)NCc2ccc(F)cc2)C(=O)c2csnn2)cc1	i	·	·	-1%	1.8	2.6	3.3	1.3	1547	i	-10	-1.6%	-0.67	-0.17	-0.41	-0.44	11	4
CCOCCCNC(=O)/C(C#N)=C/c1ccc([N+](=O)[O-])o1	i	1.4	1063	0%	4.0	1.2	2.6	-0.2	1056	i	10	11%	5.6	11	3.3	0.63	91*	90*
COc1ccc(C2N(C(=O)c3ccccc3)CCN2C(=O)c2ccc(C)cc2)cc1 (stereo not drawn)	i	-0.27	878	-6%	0.8	1.6	23	·	·	i	-6	-0.4%	-1.1	-0.31	-0.55	0.43	-4	-10
COc1cc(C(=O)Oc2c(CN3CCOCC3)cc(Cl)c3cccnc23)cc(OC)c1OC	·	-0.56	710	0%	4.9	3.0	0.0	·	·	i	16	-0.8%	-0.71	0.25	-0.056	-0.79	0	4
Cc1ccc(CC(=O)NCc2cccnc2)cc1	i	0.46	1440	26%	7.0	2.7	1.0	-1.5	1047	i	5	0.3%	1.4	-0.28	0.97	-0.21	-19	7
CC1CCCC(C)N1C(=O)CSc1nnc(NC(=O)c2cccs2)s1 (stereo not drawn)	i	0.35	1447	-4%	6.1	1.1	3.9	-9.1	1084	i	-2	1.0%	-0.63	-0.16	0.021	-0.001	6	0
CS(=O)(=O)n1nc(C(=O)N2CCOCC2)nc1N	i	0.46	1222	0%	4.0	2.7	1.7	-7.8	580	i	2	-1.0%	-0.25	0.3	0.92	-0.57	4	0
Cc1ccc(Oc2nc3c(c(=O)n(C)c(=O)n3C)n2C)cc1C	i	-0.85	1556	-4%	3.2	3.9	6.8	-0.1	1120	i	-3	-0.7%	0.26	-0.14	0.85	-0.26	-2	4
Cc1cc(C)cc(NC(=O)CCCSc2nc3ccccc3[nH]2)c1	i	-0.04	1288	-5%	5.8	1.8	3.3	-2.3	568	i	19	0.3%	-0.84	-0.21	-0.72	0.7	-5	19
CC(C)(C)NC(=O)CSc1nsc(SCC(=O)NC(C)(C)C)c1C#N	i	-0.63	977	1%	4.0	4.2	13	-6.0	985	i	-17	1.0%	1.6	-0.28	0.74	-0.78	0	1
CCC(=NCc1ccc(Cl)c(Cl)c1)c1nc(-c2ccco2)oc1O	i	-1.3	1319	3%	3.7	1.7	1.5	-1.0	569	i	6	0.4%	-0.096	-0.32	-0.44	0.59	67*	49*
COC(/C=C/Nc1ccc(C)c(C)c1)=C(C#N)C#N	i	0.77	1530	6%	3.6	1.3	5.6	4.0	1428	i	-11	-2.1%	-0.31	-0.12	-0.44	-0.26	-8	-7
CCOC(=O)CSc1n[nH]c(=S)s1	i	0.06	1439	-14%	·	·	·	-1.3	1280	·	·	1.1%	0.61	-0.25	0.068	0.43	·	·
CS(=O)(=O)N(CC(=O)NCCSCc1c(F)cccc1Cl)c1ccc2c(c1)OCO2	i	-0.21	1485	-11%	4.3	1.7	5.9	0.5	1109	i	-3	-1.9%	-0.7	-0.12	-0.97	0.7	4	-3
Cc1nc2ccccc2n1C(=O)N1CCOCC1	·	0.15	1228	6%	3.2	1.4	5.6	-2.7	1203	i	1	2.3%	-0.49	-0.27	-0.45	1	1	3
CCN(C(=O)CSc1nnc(-c2ccccc2Br)o1)C1CCS(=O)(=O)C1 (stereo not drawn)	i	0.44	1128	-4%	1.7	1.8	9.4	-1.2	1135	i	-15	-1.2%	1.8	0.05	1.2	-2.2	-8	-19
Nc1nnn(CC(=O)N/N=C/c2ccccc2Cl)n1	i	0.11	1411	-12%	·	·	·	-1.4	1166	·	·	2.2%	-0.12	-0.3	-0.083	0.084	·	·
CCCCn1c(NCc2ccncc2)nc2ccccc21	i	0.02	1572	8%	5.0	1.7	11	1.6	871	i	3	-1.9%	0.36	-0.27	0.11	0.38	4	4
O=C(Nc1ccc(F)cc1)C(NC1CCCCC1)c1ccccc1 (stereo not drawn)	i	-1	1286	-11%	1.7	1.5	6.7	-0.8	1082	i	6	0.6%	0.73	-0.31	1.3	-1.8	17	2
NC1=NN=C(N2N=C(c3ccco3)CC2(O)C(F)(F)F)n2ncnc2C1 (stereo not drawn)	i	0.32	1419	25%	4.4	2.2	6.9	7.6	1002	i	-4	13%	0.6	-0.33	0.19	-0.33	1	-10
Cc1ccc(NC(=O)CCC(=O)NNC(=S)Nc2ccccc2)c(C)c1	i	0.68	1671	-18%	2.6	2.5	12	-1.8	1103	i	22	-3.8%	0.13	0.12	0.31	-0.8	-17	1

Rows are unselected; any-hit rate near 4.2%.
